# hcDAF12 agonist: H. contortus DAF-12 nuclear receptor activators, primary screen, cell-based, luminescence, HEK293, lit1-tk-luc reporter | HEK293 hcDAF-12 lit1-tk-luc reporter; 0% DMSO, 100% Δ7-dafachronic acid | activation, % at 6.8 µM | 370,000 compounds, 1.4% hits | AID 652067, 2013;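 active = activation above the mean of all tested compounds plus 3 SD, cut at about 5.5% in these data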;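 note: 100% = response to 3 µM Δ7-dafachronic acid high control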
# DAX1 inh-1: DAX1 (NR0B1) inhibitors on StAR promoter, primary screen, cell-based, luminescence, SF-1 (NR5A1), full-length DAX-1; HEK293T StAR-luciferase reporter, SF-1/DAX-1 repression relief; inhibition, % at 6.8 µM; 370,000 compounds, 1.1% hits; AID 652010, 2013;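 active = inhibition above the mean over all tested compounds plus 3 SD, cut at about 3.6% in these data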;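 note: 0% = DAX-1 cells with DMSO and 100% = cells lacking DAX-1 with DMSO; higher inhibition means more luminescence from relief of DAX-1 repression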
# NPR1 activator: GC-A stimulated cGMP production enhancers – HEK293 GC-A cells, cGMP TR-FRET, EC30 ANP, primary screen; 0% at EC30 ANP, 100% saturating ANP; activation, % at 10 µM; 370,000 compounds, 0.14% hits; AID 1671463, 2021; Atrial natriuretic peptide receptor 1 (Homo sapiens), P16066; in the data active = activation above about 40%
# HGIII-sPLA2 inh: human group III sPLA2 inhibitors, primary screen, biochemical, QFRET, BODIPY PC-A2 liposome substrate; 370,000 compounds, 0.56% hits; inhibition, % at 12.2 µM; QFRET BODIPY PC-A2 liposome hydrolysis, fluorescence; Group 3 secretory phospholipase A2 (Homo sapiens), Q9NZ20;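 active = inhibition above mean plus 3 SD of compounds lying within the high and low control bounds, cut at about 19% in these data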;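 note: 0% = median of test compound wells and 100% = no enzyme DMSO wells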
# ssDAF12 agonist: S. stercoralis DAF-12 nuclear receptor activators, primary screen, cell-based, luminescence, HEK293, GRIP1 co-expression, lit1-tk-luc | Nuclear hormone receptor DAF-12 (Strongyloides stercoralis) | HEK293 ssDAF-12/GRIP1 lit1-tk-luc reporter; % of 3 µM dafachronic acid response | activation, % at 6.8 µM | 370,000 compounds, 1% hits | AID 652126, 2013;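 active = activation above the mean over all tested compounds plus 3 SD, cut at about 0.9% in these data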;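 note: 0% = DMSO-only wells and 100% = 3 µM delta7-dafachronic acid wells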
# DAX1 inh-2: DAX1 (NR0B1) inhibitors, primary screen, cell-based, HEK293, Gal4-DAX1, luciferase luminescence | Nuclear receptor subfamily 0 group B member 1 (Homo sapiens), P51843 | HEK293 Gal4-DAX1 luciferase reporter | inhibition, % at 6.75 µM | 340,000 compounds, 0.99% hits | AID 504766, 2011;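 active = inhibition above the mean over all tested compounds plus 3 SD, cut at about 4.2% in these data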;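 note: 0% = DAX1-transfected cells with DMSO and 100% = empty-vector control cells with DMSO; inhibition shows as a rise in luminescence from relieved DAX1 repression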
# SMARCA2 act: SMARCA2 (BRM) function activators, primary screen, cell-based, luminescence, high throughput; MG213 cells, MMTV-luciferase reporter, dexamethasone, overnight; activation, % at 9.1 µM; 370,000 compounds, 1% hits; in the data active = activation above about 7.8%;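 note: 0% = vehicle wells and 100% = reference activator wells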
# FXN GAA850 act: FXN promoter activators, primary screen, cell-based, luciferase luminescence, HEK293 lucGAA850; HEK293 lucGAA850 FXN promoter luciferase reporter, 24 h; percent of 10 µM SAHA response; activation, % at 6 µM; 360,000 compounds, 0.56% hits; AID 540364, 2011;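 active = activation above the average of all compounds screened plus 3 SD, cutoff fixed separately per campaign, cut at about 7.5% in these data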;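 note: 0% = DMSO wells and 100% = 10 µM SAHA wells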
# KLK7 zymogen act: proKLK7 zymogen activators, primary screen, biochemical, fluorescence intensity | AID 652039, 2013 | 370,000 compounds, 0.9% hits | purified proKLK7, EDANS-DABCYL substrate fluorescence; 100% is mature enzyme control, 0% vehicle | activation, % at 7 µM | Kallikrein-7 (Homo sapiens), P49862;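 active = activation above the mean of all tested compounds plus 3 SD, computed per campaign excluding outliers beyond control limits, cut at about 13% in these data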
# GC-B act: human GC-B receptor activators, primary screen, HEK293 GC-B cells, cGMP TR-FRET, EC30 CNP. 370,000 compounds, 0.11% hits. 0% at EC30 CNP, 100% saturating CNP. AID 1920062, 2024. Atrial natriuretic peptide receptor 2 (Homo sapiens), P20594. activation, % at 10 µM;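 active = activation at 10 µM reaching about 35% in either raw or pattern-adjusted values, limit read from the data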
# Target sequence (P20594 whole entry, looked up): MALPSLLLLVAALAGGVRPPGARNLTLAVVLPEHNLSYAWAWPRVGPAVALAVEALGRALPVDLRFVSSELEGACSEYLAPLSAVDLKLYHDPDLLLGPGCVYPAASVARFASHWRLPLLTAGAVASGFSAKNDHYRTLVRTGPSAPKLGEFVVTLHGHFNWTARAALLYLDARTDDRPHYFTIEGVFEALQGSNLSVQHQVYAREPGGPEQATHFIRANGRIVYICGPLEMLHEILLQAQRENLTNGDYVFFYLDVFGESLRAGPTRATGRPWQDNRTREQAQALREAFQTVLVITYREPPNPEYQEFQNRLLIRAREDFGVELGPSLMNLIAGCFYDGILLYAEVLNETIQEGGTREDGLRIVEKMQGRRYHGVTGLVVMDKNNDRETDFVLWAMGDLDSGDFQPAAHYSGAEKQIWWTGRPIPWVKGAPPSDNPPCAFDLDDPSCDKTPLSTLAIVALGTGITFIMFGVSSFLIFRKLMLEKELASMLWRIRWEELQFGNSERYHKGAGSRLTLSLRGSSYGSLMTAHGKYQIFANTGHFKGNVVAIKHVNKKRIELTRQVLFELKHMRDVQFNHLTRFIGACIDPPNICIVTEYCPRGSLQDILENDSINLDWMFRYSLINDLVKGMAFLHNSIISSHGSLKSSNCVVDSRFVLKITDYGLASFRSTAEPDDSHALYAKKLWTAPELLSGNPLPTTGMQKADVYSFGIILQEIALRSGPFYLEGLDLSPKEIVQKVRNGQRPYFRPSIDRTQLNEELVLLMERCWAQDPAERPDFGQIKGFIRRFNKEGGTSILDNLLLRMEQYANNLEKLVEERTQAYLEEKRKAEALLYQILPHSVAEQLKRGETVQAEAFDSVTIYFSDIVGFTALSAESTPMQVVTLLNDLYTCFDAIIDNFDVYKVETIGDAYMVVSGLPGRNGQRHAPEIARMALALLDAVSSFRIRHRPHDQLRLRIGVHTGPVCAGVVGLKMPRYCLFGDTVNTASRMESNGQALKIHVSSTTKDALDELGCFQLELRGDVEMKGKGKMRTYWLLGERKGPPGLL
# hgDAF12 agonist: H. glycines DAF-12 receptor agonists, primary screen, cell-based, luminescence, HEK293, GAL4 fusion, UAS-luciferase. 370,000 compounds, 1.8% hits. Nuclear hormone receptor DAF-12 (Heterodera glycines), GAL4 fusion. activation, % at 6.8 µM. HEK293 GAL4-hgDAF12 UAS-luciferase reporter, agonist luminescence; normalized to butyrate control;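 active = activation above a cutoff set at the mean of all screened compounds plus 3 SD, cut at about 10% in these data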;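 note: 0% = DMSO wells and 100% = sodium butyrate wells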
# * marks the source's active call; other numbers are inactive results; . = not tested or not shown.
structure	hcDAF12 agonist	DAX1 inh-1	NPR1 activator	HGIII-sPLA2 inh	ssDAF12 agonist	DAX1 inh-2	SMARCA2 act	FXN GAA850 act	KLK7 zymogen act	GC-B act	hgDAF12 agonist
COc1cc(C(=O)Nc2cc(OC)c(OC)c(OC)c2)ccc1OCc1c(C)noc1C	-2.5	-0.5	2	1	-1.5	-0.5	-1	0.4	-0.6	2	-0.9
Cc1cnn(CCC(=O)NNC(=S)Nc2ccc(F)cc2)c1	-2.5	-0.2	3	12	-1.3	1.1	-1	-1.1	0.0	2	1.5
COc1ccccc1NC(=S)N(CCCN1CCOCC1)Cc1ccccn1	-1.4	0.1	1	2	-0.9	2.4	2	1.9	-0.2	-5	2.2
N#Cc1cccc(NC(=O)CCn2ccnc2)c1	-1.5	-0.3	-1	2	-1.3	2.4	2	0.1	0.8	6	-0.4
CCC(CC)C(=O)N(C)c1c(C)nc2c(OCC=C(C)C)cccn12	0.3	-0.3	-6	5	-0.5	.	-4	-3.2	-0.7	7	-0.7
CCc1nnc(NC(=O)CSc2nnc(-c3ccco3)n2C)s1	0.3	1.4	-3	0	-0.6	2.6	-4	-0.7	0.2	5	1.2
NC(=O)C1CCN(C(=O)COc2ccc3ccc(=O)oc3c2)CC1	0.6	-0.3	3	4	-1.4	0.1	1	0.6	0.6	-2	0.8
CSCCC(NC(=O)c1ccc(Cl)cc1Cl)C(=O)OC1CCCCC1=O (stereo not given)	-1.5	-1.4	1	0	-0.8	-0.8	-1	-0.8	-0.4	-4	3.0
C(=C\c1ccccc1)/CN1CCN(C(c2cccc3ccccc23)c2nnnn2C2CCCC2)CC1 (stereo not given)	-1.8	-1.4	-9	-17	-0.3	.	-3	.	0.2	-11	-0.2
CCC(C)NC(=O)CSc1ccc(S(=O)(=O)N2CCN(Cc3ccccc3)CC2)cn1 (stereo not given)	-1.4	-1.8	1	1	-1.1	-0.3	-2	-1.1	-0.4	10	-1.3
COc1ccc(-c2nsc3c(N4CCCCC4C)ncnc23)cc1 (stereo not given)	-8.4	-6.5	-7	-3	-4.5	-6.9	-10	-15	-0.1	-3	-21
Cc1ccc(NC(=O)CCN2C(=O)NC3(CCCC3)C2=O)cc1S(=O)(=O)N1CCOCC1	-0.8	0.7	1	-1	-1.5	-0.1	-2	0.1	0.0	4	-1.3
CC(=O)NCCC(Cc1ccccc1)c1ccco1 (stereo not given)	-0.4	0.5	2	14	-1.2	-1.2	-1	1.4	0.5	4	-1.4
COc1cccc(Cn2nnc(C(=O)NCc3ccc4c(c3)OCO4)c2N)c1	-1.4	-0.2	0	-9	-1.0	0.2	3	1.4	0.1	-1	0.0
Nc1nc(-c2ccco2)nn1S(=O)(=O)c1ccccc1	0.1	0.7	5	3	-1.3	0.0	-3	1.3	-0.3	-1	0.7
COc1ccc(CCNC(=O)c2ccccc2OCc2ccccc2)cc1	0.7	-0.2	-1	-10	-1.1	-0.5	-1	2.1	-0.5	-3	-3.1
CN(c1ccccc1)S(=O)(=O)c1ccc(C(=O)N2CCN(c3ccccc3Cl)CC2)cc1	-3.3	-1.4	-2	-7	-1.7	-0.8	-4	-1.1	-0.1	-5	-3.0
COc1ccc(CCNC(=O)C(Sc2ccccn2)c2ccccc2)cc1OC (stereo not given)	-2.0	-0.7	-3	8	-1.7	-1.3	-5	-1.0	0.8	0	-0.8
O=C(N=C1SC2CS(=O)(=O)CC2N1c1cccc(Cl)c1Cl)C1CC1 (stereo not given)	-0.1	0.2	-17	-5	-0.1	0.1	-2	-0.3	-0.3	0	1.0
Cc1ccccc1Nc1nc(NCc2ccco2)c2ccccc2n1	-1.3	-1.5	-2	-8	-2.0	0.1	-4	-1.2	-0.1	-1	-1.1
O=C(CCc1cnccn1)NC1CCCc2c1cnn2-c1ccc(F)cc1F (stereo not given)	-2.7	-0.5	2	6	-0.9	-0.6	-5	0.5	-0.5	-4	-0.9
COc1ccc2[nH]c(=O)c(CN(c3ccccc3)S(=O)(=O)c3ccccc3)cc2c1	-2.6	0.3	-7	-2	-0.2	0.6	1	-2.7	0.6	3	2.4
CCOc1ccc(C(=O)Nc2ccncc2)cc1	-2.9	-1.9	1	1	-2.0	-1.0	-1	1.9	0.0	4	-0.6
Cc1ccc(-n2nnnc2SCc2nnc(-c3ccccc3Br)o2)c(C)c1	-2.2	-1.4	-8	-44	-1.7	-0.1	-2	-2.0	-0.1	-5	-4.3
N#Cc1c(SCC(=O)Nc2nc3ccccc3s2)sc2c(O)cc(=O)[nH]c12	7.9*	0.7	-7	5	0.8	-1.1	-1	0.2	0.2	-2	3.8
Cn1cc(CN2CCN(Cc3cccnc3)CC2)c(-c2ccc3c(c2)OCCO3)n1	-0.4	0.1	2	5	-0.9	0.2	-2	2.2	-0.5	4	3.8
CC(=O)c1cc2c(cc1NC(=O)CN1CCN(c3ccc(F)cc3)CC1)OCO2	-2.4	-0.2	-2	8	-1.3	1.0	0	0.7	-0.1	2	1.9
COc1ccc(-c2[nH]ncc2CN2C[C@@H]3CCC[C@H]2C3)c(F)c1	-1.2	-0.5	3	5	-0.9	-0.9	-3	1.6	0.3	-2	2.0
Cc1cccc(OCc2nc(C#N)c(N3CCCC3)o2)c1	-2.1	0.2	2	7	-1.3	-0.6	-3	2.0	-0.5	-2	2.8
CCOc1cc(CNc2ccc(N3CCCC3)cc2)cc(Cl)c1OC	-0.1	-1.6	-10	2	0.1	-0.4	-3	-2.0	-1.7	-22	-3.9
N#C/C(=C\c1cccc([N+](=O)[O-])c1)C(=O)Nc1cccnc1	-0.9	-0.1	-29	-4	-0.2	0.8	-1	-0.6	-0.1	-10	0.5
COc1c(C)cc(C(=O)C2CCCN(C(=O)/C=C/c3ccccn3)C2)cc1C (stereo not given)	-0.2	0.3	5	9	-0.2	1.9	-4	0.8	0.1	0	2.5
CCOC(=O)c1c(C(C#N)C#N)cc(C)nc1C	-1.3	0.3	0	8	-0.6	-0.9	3	2.0	0.0	5	-0.5
COc1ccc2c(C(=O)c3ccc(Cl)cc3)n(CCCC(N)=O)[n+]([O-])c2c1	6.9*	0.5	0	-4	0.2	1.3	2	3.7	0.7	2	0.5
Cc1ccc(S(=O)(=O)NCCCNS(=O)(=O)c2ccccc2[N+](=O)[O-])cc1	-2.9	-0.8	4	-21	-0.9	1.1	-2	-1.9	0.5	4	0.4
COc1ccccc1CCC(=O)Nc1nccs1	0.4	0.0	-1	6	-2.0	-1.4	-2	0.1	0.1	0	1.8
CCCCSc1nc(C)cc(C)c1S(=O)(=O)c1ccccc1C	-1.7	0.2	-6	-1	-0.9	0.2	0	-1.2	0.8	-5	-1.3
COc1cccc(CNC(=O)C2CCN(c3nn4c(=O)cc(C)nc4s3)CC2)c1	-0.8	0.7	-1	-3	-0.9	0.0	1	0.1	-0.8	0	1.0
O=C(Nc1ccc(S(=O)(=O)N2CCCCC2)cc1)c1ccco1	-2.9	0.3	3	6	-1.1	-1.1	-2	2.4	0.3	5	-0.7
CCn1cc(Br)c(C(=O)N(C)Cc2ccccc2)n1	-1.4	-0.1	2	1	-1.4	0.4	-2	-0.2	0.3	3	-2.2

# 6 entries picked at random from those above:
structure	hcDAF12 agonist	DAX1 inh-1	NPR1 activator	HGIII-sPLA2 inh	ssDAF12 agonist	DAX1 inh-2	SMARCA2 act	FXN GAA850 act	KLK7 zymogen act	GC-B act	hgDAF12 agonist
CCOc1cc(CNc2ccc(N3CCCC3)cc2)cc(Cl)c1OC	-0.1	-1.6	-10	2	0.1	-0.4	-3	-2.0	-1.7	-22	-3.9
O=C(Nc1ccc(S(=O)(=O)N2CCCCC2)cc1)c1ccco1	-2.9	0.3	3	6	-1.1	-1.1	-2	2.4	0.3	5	-0.7
Cc1ccc(S(=O)(=O)NCCCNS(=O)(=O)c2ccccc2[N+](=O)[O-])cc1	-2.9	-0.8	4	-21	-0.9	1.1	-2	-1.9	0.5	4	0.4
N#C/C(=C\c1cccc([N+](=O)[O-])c1)C(=O)Nc1cccnc1	-0.9	-0.1	-29	-4	-0.2	0.8	-1	-0.6	-0.1	-10	0.5
CCn1cc(Br)c(C(=O)N(C)Cc2ccccc2)n1	-1.4	-0.1	2	1	-1.4	0.4	-2	-0.2	0.3	3	-2.2
CCCCSc1nc(C)cc(C)c1S(=O)(=O)c1ccccc1C	-1.7	0.2	-6	-1	-0.9	0.2	0	-1.2	0.8	-5	-1.3

# Next compounds.
structure	hcDAF12 agonist	DAX1 inh-1	NPR1 activator	HGIII-sPLA2 inh	ssDAF12 agonist	DAX1 inh-2	SMARCA2 act	FXN GAA850 act	KLK7 zymogen act	GC-B act	hgDAF12 agonist
COc1ccc(/C=N/NC(=O)c2ccc(Br)o2)cc1Cn1cc([N+](=O)[O-])cn1	0.0	-0.7	2	10	-1.3	1.8	1	-0.6	0.6	2	4.2
O=C(NCCN1CCOCC1)C(=O)NCC1OCCN1C(=O)c1ccc(Cl)cc1 (stereo not given)	0.1	0.2	7	-3	-0.6	0.7	-2	-1.4	-0.4	-1	-1.9
COC(=O)[C@H]1C[C@]2(C(C=C(C)C)S(=O)(=O)c3ccccc3)c3ccccc3N[C@H]2N1 (stereo not given in full)	1.2	.	0	6	-1.7	.	.	.	.	-9	1.1
CC1CCCC(NC(=O)COC(=O)/C=C/c2ccco2)C1C (stereo not given)	-2.7	1.8	-2	3	-1.3	-0.2	0	0.4	0.3	0	1.5
O=C(CCNC(=O)c1ccccc1)N=Nc1c(O)[nH]c2ccccc12	1.0	0.9	-7	3	21*	.	-1	.	-0.3	-5	-2.2
CCOCCCNC(=O)c1ccc(Br)cc1	0.1	0.9	-3	-4	-0.6	0.4	2	3.2	0.5	-2	5.3

# Assay outcomes: PubChem BioAssay, several laboratories

# Compounds were not picked by outcome; overall some 6.7% were active at least once.
